# Efa HMGR inh = blocks class II HMG-CoA reductase of Enterococcus faecalis; purified E. faecalis HMGR, NADPH absorbance 340 nm kinetic; inhibition, % at 10 µM; actives 0.41% (n = 190,000); AID 1066;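 active means inhibition above a set limit, the median over all tested compounds plus 3 SD, cut at about 9.5% in these data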;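 further: enzyme runs in reverse so mevalonate oxidation gives rising NADPH absorbance; 0% = complete reaction with DMSO and 100% = background rate lacking mevalonate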
# APP 5UTR inh = APP translation inhibition; AID 1285; actives 0.82% (n = 190,000); SH-SY5Y APP 5'UTR-luciferase reporter, luminescence; inhibition, % at 2 µM;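 active means inhibition above a set limit, derived from the sample mean plus 3 SD, cut at about 45% in these data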; further: values of inactives mirror those of a sister screen read the other way
# FLuc stim CS = firefly luciferase counter-screen for stimulation assays. P08659. ATPlite luciferase biochemical, luminescence, 10 min; 0 = ATP-free wells, 1 = DMSO control. activation factor at 10 µM. 200,000 tested, under 10 active;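 active means luciferase activation factor, scaled between plate controls, of at least 2 with compound at 10 µM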
# Target sequence (P08659 whole entry, looked up): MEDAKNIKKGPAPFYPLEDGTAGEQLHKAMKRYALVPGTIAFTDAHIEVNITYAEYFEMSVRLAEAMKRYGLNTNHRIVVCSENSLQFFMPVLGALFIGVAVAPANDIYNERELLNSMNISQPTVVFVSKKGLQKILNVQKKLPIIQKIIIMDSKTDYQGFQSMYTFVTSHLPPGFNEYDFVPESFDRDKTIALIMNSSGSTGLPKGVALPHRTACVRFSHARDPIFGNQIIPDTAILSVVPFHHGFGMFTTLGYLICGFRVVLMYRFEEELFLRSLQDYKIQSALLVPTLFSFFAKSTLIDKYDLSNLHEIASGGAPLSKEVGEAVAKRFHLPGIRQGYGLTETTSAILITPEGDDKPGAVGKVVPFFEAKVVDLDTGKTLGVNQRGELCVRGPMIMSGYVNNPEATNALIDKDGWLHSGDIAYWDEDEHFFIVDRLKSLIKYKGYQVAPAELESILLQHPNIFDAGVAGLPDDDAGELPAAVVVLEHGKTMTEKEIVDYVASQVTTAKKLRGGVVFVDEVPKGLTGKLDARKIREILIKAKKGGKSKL
#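 Assay system: Luciferase/luciferin reagent mix; Medium: PBS as buffer for the ATP substrate; Dosing: test compounds dosed from 2 mM stocks in 100% DMSO; Times: 10 min, room temperature; Signal: luminescence from luciferase reaction; Read-out: luciferase activation; Controls: No-ATP low control, compound-free enzyme-plus-ATP high control.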
# Hsp70 activator = switches on Hsp70 transcription | HeLa Hsp70 promoter luciferase reporter, luminescence; scaled: vehicle 0, proteasome-inhibitor control 100% | activation, % at 10 µM | actives 0.04% (n = 200,000);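 active means activation above the mean across all tested compounds plus 3 SD, cutoff set per campaign, cut at about 5.5% in these data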;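 further: 100% = MG132 at 30 µM as the positive control and 0% = DMSO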
# APP 5'UTR act = APP 5'UTR luciferase reporter activation. SH-SY5Y APP 5'UTR luciferase reporter, luminescence; zero percent = DMSO vehicle wells. actives 1% (n = 190,000). AID 1276. activation, % at 2 µM;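 active means activation above a set limit, based on mean plus 3 SD of controls, cut at about 140% in these data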; further: values of inactives mirror those of a sister screen read the other way
# Redox H2O2 prof = compounds producing H2O2 with reducing agent – biochemical, NIH compound library profiling, artefact control for MLSCN library redox annotation, primary screen | actives 0.03% (n = 200,000) | activation, % at 10 µM | AID 878 | DTT-dependent redox cycling H2O2, phenol red/HRP absorbance; 100% = 100 µM peroxide control, 0% = buffer;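 active means activation of at least 50% relative to the plate's high and low controls in the primary single-dose screen; inactive means activation below 50%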;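 further: compound incubated with DTT at 0.8 mM final as the reducing agent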
# NF-kB neuron act = compounds increasing NF-kB expression in human neuronal cells | NF-kB reporter expression; hits give high values | fold change at 12.5 µM | actives 1.6% (n = 190,000); in the data active means fold change above about 3.3
# G6PDH counter = counter-screen for G6PDH assay hits: L. mesenteroides G6PDH inhibition | Purified L. mesenteroides G6PDH, diaphorase/resazurin coupled fluorescence, 45 min | inhibition, % at 5 µM | actives 0.12% (n = 200,000) | AID 1020; in the data active means inhibition above about 50%
# FLuc inhib CS = Photinus pyralis luciferase inhibition counter-screen. P08659. ATPLite firefly luciferase biochemical luminescence, 10 min. inhibition, % at 10 µM. actives 1.5% (n = 200,000);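 active means inhibition above about 50% when tested at 10 µM, limit read from the data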
# STAT1 act = activators of IFN-gamma induced STAT1 signaling; NIH 3T3 STAT1-luciferase reporter, luminescence; 100% = IFN-gamma alone, no compound; activation (% of control), % at 5.5 µM; actives 2.6% (n = 200,000); AID 932;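 active means activation above the screen-wide mean activation plus 3 SD, cut at about 130% in these data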;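 further: raw ratio to IFN-gamma control signal so 100% means no change and 0% no light; values of inactives mirror those of a sister screen read the other way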
# * marks the source's active call; other numbers are inactive results; x = no result given.
SMILES,Efa HMGR inh,APP 5UTR inh,FLuc stim CS,Hsp70 activator,APP 5'UTR act,Redox H2O2 prof,NF-kB neuron act,G6PDH counter,FLuc inhib CS,STAT1 act
CCOC(=O)c1c(C)[nH]c(C)c1C(=O)CSc1nc2ccccc2c(=O)n1-c1ccc(F)cc1,-1,-8,1.1,0.1,8,-0.6,x,0,-8,87
COc1cc(NC(=O)CN2CCN(c3ccccc3F)CC2)cc(OC)c1,-8,-4,1,-0.1,4,-2.5,1.1,1,-1,97
CC(=O)N[C@@H](Cc1c[nH]c2ccccc12)C(=O)OCC(=O)NCc1ccc2c(c1)OCO2,0,10,1,-0.3,-10,0.2,1.2,0,-3,96
O=C(CN1C(=O)NC2(CCCCCC2)C1=O)NCc1ccco1,-1,-1,1,-0.3,1,0.2,0.9,6,-2,95
COc1cc(C2NC(=O)NC(C)=C2C(=O)Nc2cccc(C)c2C)cc(OC)c1OC (configuration not stated),2,11,1.1,0.0,-11,0.6,1.2,3,-5,94
COCCCn1c(C)nnc1-c1cnn(-c2ccccc2)c1N,-5,16,1.1,-0.1,-16,-1.1,0.93,5,-7,93
Cc1ccc(C)c(S(=O)(=O)N2CCCOC2CNC(=O)C(=O)NCc2ccncc2)c1 (configuration not stated),4,9,1.1,-0.1,-9,-1.1,1,-2,-5,101
CCOc1ccc2nc(SCC(=O)N3CCN(C(=O)c4ccco4)CC3)sc2c1,-6,3,0.9,-0.3,-3,0.2,1,1,6,98
Cc1ccc(O/C=C2\OC(=O)c3ccccc32)cc1,2,2,1,-0.2,-2,0.3,1.2,0,0,96
Cc1ccc(C)c(SCC(=O)OCC(=O)Nc2ncc(C(F)(F)F)cc2Cl)c1,2,5,1,-0.4,-5,0.6,0.95,3,0,100
CCc1cccc(C)c1NC(=O)C1CC=CCC1C(=O)O (configuration not stated),-2,-24,1,-0.1,24,-0.3,1.2,5,-1,94
CCc1ccc(NC(=O)C(=O)c2cn(CC(=O)N3CCCCC3)c3ccccc23)cc1,-3,-9,0.9,-0.3,9,0.8,0.54,-12,6,114
C#CCOCCOCCOCCNc1nc(N2CCN(C(=O)Cn3cc(CCCCN)nn3)CC2)nc(N2CCN(C(=O)Cn3cc(CC(C)O)nn3)CC2)n1 (configuration not stated),-4,6,1,-0.3,-6,0.1,1.1,3,3,98
CC(Oc1ccc(Cl)cc1Cl)C(=O)N(Cc1ccco1)C1CCS(=O)(=O)C1 (configuration not stated),-2,9,1,-0.2,-9,2.1,0.91,13,0,101
CC12CC3CC(C)(C1)CC(CN)(C3)C2,-3,0,1,0.5,0,0.6,1.4,2,-4,95
CC12CCC(=O)N1C(C(=O)OCC(=O)Nc1cc(S(=O)(=O)N3CCCCC3)ccc1Cl)CS2 (configuration not stated),-6,7,1,-0.2,-7,-1.1,1.3,20,-1,104
Cc1c(C(=O)NCCN2CCOCC2)sc2nc(-c3ccc(F)cc3)cn12,x,-1,x,0.1,1,0.8,x,x,x,105
Cc1nc(N)sc1-c1csc(NCc2ccccc2)n1,0,-11,1,-0.3,11,1.2,1.2,9,-2,104
Cc1ccccc1NC(=S)NCCc1ccc(S(N)(=O)=O)cc1,-2,-9,1,-0.1,9,0.3,1,17,1,98
Fc1ccc(NC(=S)NC2CCN(Cc3ccccc3)CC2)cc1,0,-13,1.1,-0.1,13,0.0,0.86,3,-5,103
O=C(Nc1ccc2oc(-c3ccccc3Cl)nc2c1)c1cncc(Br)c1,-2,-15,1,0.1,15,-0.1,1.8,0,-5,121
Cc1cc(C(=O)NCCC(c2ccccc2)c2ccccc2)c(C)o1,-5,4,1,0.2,-4,-1.6,1.1,4,-1,107
CCCC(=O)N=C1SC2CS(=O)(=O)CC2N1c1ccc(C(C)=O)cc1 (configuration not stated),-2,-3,1,0.8,3,1.7,0.98,4,-5,98
COc1ccc(C(=O)Nn2cnnc2)cc1,-1,x,1,-0.4,x,0.2,1.2,11,-2,97
CN(CCn1ccnc1)C(=O)CC1C(=O)NCCN1Cc1ccccc1C(F)(F)F (configuration not stated),-2,9,1,-0.5,-9,-0.1,0.96,3,-2,101
CC(=O)c1cc2c(cc1NC(=O)c1cnc(C)cn1)OCO2,0,-3,1,-0.3,3,3.2,1.5,2,-4,106
Cc1cc(C)cc(N2CC(O)=C(c3nc4ccccc4c(=O)[nH]3)C2=N)c1,-9,1,1,0.1,-1,0.1,1.1,9,-3,107
O=c1cc(-c2ccc(O)cc2)oc2ccccc12,0,-39,0.9,0.0,39,-0.4,2.6,-5,11,154*
O=C(Nc1ccc2ccccc2c1)C(c1ccccc1)C1CCCC1 (configuration not stated),-6,6,1,-0.3,-6,0.5,0.59,6,-4,98
O=C(COc1ccccc1C(=O)O)NC1CCCc2ccccc21 (configuration not stated),-7,0,1.1,-0.3,0,-1.2,1.1,5,-7,97
N/C(=N\OC(=O)c1ccc2ccccc2c1)c1ccncc1,-2,-149,0.6,-0.1,149*,0.4,1.2,5,42,148*
O=C(COC(=O)c1ccc([N+](=O)[O-])s1)Nc1ncc(C(F)(F)F)cc1Cl,-11,1,1,0.0,-1,86*,0.9,-10,-3,94
O=C(O)CCSc1nnc(COc2cccc3ccccc23)n1-c1cccc(Cl)c1,-2,-8,1.1,-0.4,8,-0.1,1.2,5,-10,99
Cc1cccnc1NC(=S)Nc1ccc(Cl)c(Cl)c1,2,-8,1,-0.4,8,0.5,2.4,7,-5,119
CCC(C)NC(=O)c1ccc(C(=O)c2ccccc2)cc1 (configuration not stated),-3,-52,1,-0.4,52,0.9,1.6,-2,5,116
COC(=O)N/N=C\c1c(C)[nH]n(-c2ccccc2)c1=O,-8,-28,1,0.0,28,-1.4,1.2,16,-4,100
O=C(Nc1ccc([N+](=O)[O-])cc1)C1CC1(c1ccccc1)c1ccccc1 (configuration not stated),-3,1,1,-0.6,-1,0.2,1.6,-8,-4,106
CCc1c(C)c(C#N)c2nc3ccccc3n2c1-n1nc(C)cc1C,3,-20,1,-0.5,20,0.3,1.2,9,-4,92
COc1ccc(C2C3=C(CC(C)(C)CC3=O)Oc3ncn(CCCn4ccnc4)c(=N)c32)cc1 (configuration not stated),0,8,1,-0.1,-8,0.0,0.83,4,-4,104
Cc1ccc(S(=O)(=O)NCc2ccc(/C=C(/C#N)C(=O)NCc3ccccc3)o2)cc1,-5,-7,1,-0.2,7,-0.1,1.2,0,-2,97
CCOC(=O)N1CCN(Cc2cn[nH]c2-c2cc3ccccc3o2)CC1,-4,-46,1.1,-0.2,46,-0.8,0.98,17,-7,100
COc1ccc2c(c1)CCc1c(C(=O)NCCN3CCOCC3)noc1-2,1,18,1,-0.5,-18,-2.8,1.1,4,-3,92
CC(C)Cc1nnc(NC(=O)Cc2ccc([N+](=O)[O-])cc2)s1,-7,9,1,-0.3,-9,0.4,1.1,1,-2,98
Cc1n[nH]c(C)c1S(=O)(=O)N1CCCC(C(=O)N2CCc3ccccc32)C1 (configuration not stated),-4,-12,1,-0.2,12,2.0,0.91,5,-4,99
O=C(O)c1ccc(-c2ncc[nH]2)cc1,-6,-15,0.9,0.2,15,0.0,1.3,-3,8,98
CCCCNc1c2c(nc3c(-c4ccccc4)c(C)nn13)CCC2,0,4,1,-0.3,-4,0.1,1.2,14,-2,100
O=S(=O)(Nn1cnnc1)c1ccccc1Cl,3,-14,1,-0.2,14,0.4,1.1,-14,-1,106
Cn1c(=O)c2c(nc(CN3CCc4ccccc4C3)n2Cc2ccccc2F)n(C)c1=O,-7,-9,1,-0.1,9,1.1,0.94,-26,-1,99
O=C(COC(=O)CCc1ccccc1)Nc1cc(S(=O)(=O)N2CCOCC2)ccc1N1CCCC1,3,-10,1,-0.3,10,-2.5,1.1,-12,0,98
CCc1ccc(/C=N/NC(=O)c2c[nH]c3ccccc23)s1,-5,-122,0.8,0.1,122,0.3,2.1,1,24,154*
O=C(NCCc1ccccc1)C1CCN(S(=O)(=O)c2cccc3nsnc23)CC1,-5,-8,1,-0.2,8,0.6,1,-5,0,109
O=C(O)c1ccc(/C=N/N2CCN(Cc3cccc4ccccc34)CC2)cc1,-5,-9,1.1,0.0,9,-0.3,0.85,2,-7,94
COc1cc(S(=O)(=O)N2CCOCC2)ccc1NC(=O)COC(=O)C12CC3CC(CC(C3)C1)C2,1,16,1,-0.5,-16,2.6,0.91,9,0,92
Cc1ccc(S(=O)(=O)NCC(=O)N(CC(=O)NC2CCCC2)c2ccc3c(c2)OCCO3)cc1,-2,2,1.1,-0.3,-2,-1.3,0.87,4,-6,105
Cn1c(Cn2c(=O)sc3ccccc32)nnc1SCC(=O)Nc1ccccc1F,-6,3,1,-0.5,-3,-1.1,1.1,12,1,101
O=S1(=O)CCC(NC(=S)N2CCOCC2)C1 (configuration not stated),1,-8,0.9,0.7,8,-0.5,0.91,18,8,104
O=C(NC1=NCCS1)c1cccs1,-1,-19,1,0.0,19,1.9,1.1,4,-4,98
CCCCCn1c(N)c(-c2nc3ccccc3s2)c2c([N+](=O)[O-])nn(CC)c(=O)c21,-5,-2,1,-0.2,2,0.2,1.1,-2,0,99
CN=C(Nc1cc(C)nn1-c1ccccc1)c1ccccc1F,2,-3,1,-0.3,3,0.4,0.95,-1,-3,102
Cc1nn(-c2ccccc2)c2ncc(C(=O)c3cc(Cl)ccc3O)cc12,-1,1,1.1,-0.3,-1,-0.7,1,6,-5,106
# Following part:
SMILES,Efa HMGR inh,APP 5UTR inh,FLuc stim CS,Hsp70 activator,APP 5'UTR act,Redox H2O2 prof,NF-kB neuron act,G6PDH counter,FLuc inhib CS,STAT1 act
CCCCn1c(=O)c(CCC(=O)OCC(=O)Nc2ccc(F)c(Cl)c2)nc2ccccc21,-6,4,1.1,-0.4,-4,0.2,1.1,6,-6,91
COC(=O)c1ccc(OS(=O)(=O)c2ccc(NC(C)=O)cc2)cc1,-2,-16,1,-0.3,16,0.1,1.3,6,-3,89
O=C(NNc1c(F)c(F)cc(F)c1F)c1cc2ccccc2oc1=O,-4,-81,1,0.1,81,-2.3,2.5,-2,0,122
Cc1ccc(OCC(=O)NC(=S)Nc2ccc(Br)c(C)n2)cc1,7,11,1.1,-0.3,-11,1.9,1.2,1,-6,104
COc1ccc2c(C)cc(Sc3nnnn3-c3ccccc3)nc2c1,-4,1,1.1,-0.1,-1,0.1,3.4*,-8,-8,99
CCOc1ccc(-c2cc(C(=O)NN3CCN(C)CC3)c3cc(Cl)ccc3n2)cc1,-5,0,1,-0.4,0,0.3,0.9,-26,-2,103

# Whole records from above. Values in the order: Efa HMGR inh	APP 5UTR inh	FLuc stim CS	Hsp70 activator	APP 5'UTR act	Redox H2O2 prof	NF-kB neuron act	G6PDH counter	FLuc inhib CS	STAT1 act
# Results for COc1ccc2c(C)cc(Sc3nnnn3-c3ccccc3)nc2c1 : -4	1	1.1	-0.1	-1	0.1	3.4*	-8	-8	99
# Results for Cc1ccc(OCC(=O)NC(=S)Nc2ccc(Br)c(C)n2)cc1 : 7	11	1.1	-0.3	-11	1.9	1.2	1	-6	104
# Results for O=C(NNc1c(F)c(F)cc(F)c1F)c1cc2ccccc2oc1=O : -4	-81	1	0.1	81	-2.3	2.5	-2	0	122

# Assay outcomes deposited in PubChem by several laboratories.
